D1 allo mod – allosterically modulates the human D1 dopamine receptor; HEK293 D1, CRE-luciferase, dopamine EC30 potentiation; actives deviate in either direction; B-score at 10 µM; hit rate 5.9% among 58,000;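 active = luminescence count or its row- and column-corrected plate score outside the 99.7% band of the plate's sample wells, on either side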
Hsp90 block – displaces geldanamycin probe from tumor Hsp90. inhibition, % at 30 µM. NCI-N417 lysate Hsp90, Cy3B-geldanamycin FP displacement. P07900. AID 429. hit rate 0.35% among 64,000;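 active = inhibition above 50%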;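 note: 0% = tracer plus lysate wells and 100% = tracer alone without lysate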
CatB mixtures – inhibitors of human cathepsin B in compound mixtures | P07858 | Purified cathepsin B, AMC dipeptide fluorescence | inhibition, %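 (ten-compound pools at 5 µM per compound and 50 µM total)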 | hit rate 0.06% among 62,000 | AID 488; in the data active = inhibition above about 22%, passing the limit was not always enough;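 note: 0% = enzyme without compound and 100% = no enzyme blank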
Cdc25B inh – inhibitors of human Cdc25B phosphatase | recombinant Cdc25B, OMFP fluorescence Ex485/Em525 | AID 368 | inhibition, %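 (compounds tested at 10 µM final in the well)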 | hit rate 0.1% among 65,000 | P30305; in the data active = inhibition above about 50%
Target sequence (P30305 whole entry, looked up): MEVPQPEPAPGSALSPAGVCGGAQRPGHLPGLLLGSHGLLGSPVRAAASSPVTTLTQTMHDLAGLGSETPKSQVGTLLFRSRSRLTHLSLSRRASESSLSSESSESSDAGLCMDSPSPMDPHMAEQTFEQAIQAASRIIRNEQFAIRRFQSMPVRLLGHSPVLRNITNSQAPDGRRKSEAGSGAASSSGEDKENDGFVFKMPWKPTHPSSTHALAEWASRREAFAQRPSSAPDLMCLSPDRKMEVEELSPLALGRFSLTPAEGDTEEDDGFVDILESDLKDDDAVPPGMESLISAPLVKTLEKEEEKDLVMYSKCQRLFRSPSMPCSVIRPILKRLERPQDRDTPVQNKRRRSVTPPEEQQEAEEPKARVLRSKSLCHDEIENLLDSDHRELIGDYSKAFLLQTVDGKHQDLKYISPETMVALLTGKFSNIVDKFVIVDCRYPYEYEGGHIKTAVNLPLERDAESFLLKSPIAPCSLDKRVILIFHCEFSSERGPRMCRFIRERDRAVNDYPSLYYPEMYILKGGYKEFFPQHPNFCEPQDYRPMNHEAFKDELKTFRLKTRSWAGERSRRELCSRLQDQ
Ecoli tolC – blocks growth of E. coli BW25113 tolC mutant; OD615; growth inhibition, % at 10 µM (by protocol); hit rate 2.2% among 65,000; AID 573;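 active = growth inhibition at or above a cutoff equal to the mean over every tested compound plus 3 SD, cut at about 60% in these data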;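 note: growth measured after 20 h incubation at 37 °C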
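test system = E. coli BW25113 ΔtolC::kan bacteria | medium = LB with kanamycin 50 µg/mL | signal = OD at 615 nm | schedule = 37 °C, 20 h exposure | evaluation = % inhibition of E. coli growth | compound dosing = one dose of 10 µM final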
E coli RNAP – blocks E. coli RNA polymerase transcription; P0A8V2; fluorescence transcription assay; hit rate 0.2% among 62,000; inhibition, %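 (tested at 10 µM)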; in the data active = inhibition above about 20%;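 note: 0% = enzyme without compound and 100% = no enzyme blank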
AP ELISA ortho – alternative pathway complement inhibition, orthogonal assay | Human serum alternative complement pathway, LPS-coated ELISA, C3 deposition; tested in compound mixtures | inhibition, % at 5 µM | hit rate 0.08% among 62,000;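 active = inhibition above 30% in each of the two pooled mixtures holding the compound, so the lower value exceeds 30%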;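 note: 0% = serum in Mg-EGTA without compound and 100% = EDTA serum blank; some compounds past the cut are filed as inactive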
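Test system: human serum complement alternative pathway, C3 deposition onto LPS / Medium: Mg2+-EGTA GVB++ buffer containing human serum at 1:15 dilution / Probe or stimulus: Plate-bound LPS / Times: 1 h at 37 °C / Signal: ELISA with HRP anti-human C3 antibody, TMB substrate, absorbance 450 nm / Measure: percent inhibition / Repeats: two pool placements per compound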
MKP-1 inh – blocks human MKP-1 phosphatase activity | recombinant MKP-1, OMFP hydrolysis fluorescence | inhibition, %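 (compounds tested at a single concentration somewhere between 10 and 100 µM)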 | AID 374 | hit rate 0.15% among 65,000;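 active = inhibition above about 50%, limit read from the data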;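 note: 0% = DMSO max control wells and 100% = wells with enzyme stopped by NaOH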
Target sequence (P28562 whole entry, looked up): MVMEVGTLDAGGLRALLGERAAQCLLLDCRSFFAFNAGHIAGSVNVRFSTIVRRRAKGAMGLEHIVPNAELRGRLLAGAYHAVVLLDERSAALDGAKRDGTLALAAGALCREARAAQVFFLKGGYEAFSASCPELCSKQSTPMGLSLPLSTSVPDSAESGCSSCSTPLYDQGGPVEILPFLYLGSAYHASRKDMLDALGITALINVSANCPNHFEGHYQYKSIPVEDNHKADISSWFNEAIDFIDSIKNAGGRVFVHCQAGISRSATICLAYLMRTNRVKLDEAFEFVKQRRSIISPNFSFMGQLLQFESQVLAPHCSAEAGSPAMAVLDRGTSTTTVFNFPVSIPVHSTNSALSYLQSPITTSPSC
CatB inh – blocks human cathepsin B protease activity | P07858 | purified cathepsin B, fluorogenic substrate, fluorescence | inhibition, %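 (tested at 10 µM)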 | hit rate 0.1% among 63,000; in the data active = inhibition above about 21%;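 note: 0% = enzyme with no compound and 100% = no enzyme blank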
Numbers without * were called inactive; nt = no result given.

[1] Cc1cc(=O)[nH]c(SCC2(O)C3CC4CC(C3)CC2C4)n1 (stereo not drawn)
[2] CCC(C)NC(=O)c1cn(CC)c2ccc(S(=O)(=O)N(C)C)cc2c1=O (stereo not drawn)
[3] CN1CCN(C(=O)c2c(NC(=O)c3ccco3)sc3c2CCC(C(C)(C)C)C3)CC1 (stereo not drawn)
[4] COC(=O)C1=C(C)NC(=O)CC1c1cccc(Cl)c1Cl (stereo not drawn)
[5] COc1cc(C)nc(Oc2ccc(=O)[nH]n2)n1
[6] O=C(OCC(=O)c1ccc(S(=O)(=O)N2CCCC2)cc1)C1=COCCO1

assay / entry | 1 | 2 | 3 | 4 | 5 | 6
D1 allo mod | nt | -0.32 | -2.1 | 0.26 | nt | nt
Hsp90 block | 1 | -1 | nt | 0 | -2 | nt
CatB mixtures | 11 | -2 | 5 | 2 | nt | -2
Cdc25B inh | 3 | -10 | -7 | -8 | 18 | -6
Ecoli tolC | 8 | -20 | 2 | 3 | 7 | -7
E coli RNAP | 8 | -2 | 7 | 4 | 5 | 0
AP ELISA ortho | -3 | 12 | 7 | 22 | nt | 9
MKP-1 inh | -16 | 3 | 23 | 1 | -9 | 12
CatB inh | 7 | 7 | 4 | 6 | -1 | -1

[7] Cc1ccc(-n2c(=O)cc(NCc3cccnc3)[nH]c2=O)cc1
[8] CCCCOC(=O)C(C)Oc1ccc(=O)n(-c2ccccc2)n1 (stereo not drawn)
[9] CCOC(=O)c1c(C)oc2c1c(C=NCC1CCCO1)c(O)c1ccccc12 (stereo not drawn)
[10] OCCCc1nc2n(n1)C(c1cccs1)C=C(c1ccccc1)N2 (stereo not drawn)
[11] OCCCc1nc2ccccc2n1CCc1ccccc1
[12] COc1cccc(OC)c1OCCN1CCN(C(=O)c2ccco2)CC1

assay / entry | 7 | 8 | 9 | 10 | 11 | 12
D1 allo mod | 0.73 | -0.77 | 0.12 | 0.3 | 0.26 | -0.76
Hsp90 block | -5 | -1 | 64* | -6 | 3 | -6
CatB mixtures | 0 | 7 | 4 | 3 | nt | 2
Cdc25B inh | -7 | 1 | 28 | -7 | -4 | -24
Ecoli tolC | -7 | 10 | -5 | 21 | 3 | 15
E coli RNAP | 6 | 5 | 11 | -6 | 10 | 5
AP ELISA ortho | 5 | 7 | -3 | 30 | nt | -8
MKP-1 inh | 0 | 6 | 35 | 2 | -15 | -19
CatB inh | -3 | 6 | 6 | -4 | 1 | 2

[13] O=C(Nc1cnccn1)c1cccs1
[14] O=C(OCc1ccc2c(c1)OCO2)c1ccc(S(=O)(=O)N2CCCC2)cc1
[15] CCOC(=O)CCCNC(=O)COc1ccccc1C#N
[16] N#Cc1c(-c2ccccc2)cc(-c2ccco2)c(C#N)c1N
[17] O=S(=O)(Nc1ccc(N2CCOCC2)nn1)c1ccccc1
[18] Cc1nc(SCCC(=O)O)c2ccccc2n1

assay / entry | 13 | 14 | 15 | 16 | 17 | 18
D1 allo mod | -0.92 | 0.76 | -0.17 | 2.9* | nt | 0.087
Hsp90 block | -6 | -2 | -1 | nt | nt | -3
CatB mixtures | 4 | -2 | -5 | 0 | -2 | 7
Cdc25B inh | -2 | -7 | 0 | 13 | -4 | -11
Ecoli tolC | -5 | 37 | -18 | 15 | -17 | -4
E coli RNAP | 12 | 7 | 3 | -2 | 6 | 9
AP ELISA ortho | 9 | 2 | -2 | 4 | 0 | 5
MKP-1 inh | -3 | 16 | 25 | 18 | -2 | -9
CatB inh | -3 | 5 | 5 | -3 | 4 | 5

[19] CCCc1noc(-c2ccc(-c3ccccc3)cc2)n1
[20] COc1ccc(-n2c(C)cc(C(=O)CSc3nn4c(=O)c(C(C)(C)C)nnc4s3)c2C)cc1
[21] Cc1cc(C)nc(N2CCC(C(=O)NCC3CCCCC3)CC2)n1
[22] CCn1c(Cc2ccccc2)nnc1SCC(=O)Nc1nc2ccccc2s1
[23] c1ccc(-c2cnn3nnnc3n2)cc1
[24] COC(=O)C(C)Sc1ccc2nnc(-c3cccc(F)c3)n2n1 (stereo not drawn)

assay / entry | 19 | 20 | 21 | 22 | 23 | 24
D1 allo mod | 2.1 | -0.42 | -0.038 | -1.1 | 0.12 | 0.38
Hsp90 block | -1 | -7 | -1 | 2 | nt | -4
CatB mixtures | 3 | -6 | 1 | 6 | 0 | 5
Cdc25B inh | -9 | -1 | 4 | 1 | -10 | -10
Ecoli tolC | 33 | 3 | -3 | 2 | -2 | 2
E coli RNAP | -1 | 3 | 8 | 7 | 10 | -3
AP ELISA ortho | 22 | 5 | -19 | 16 | 3 | 15
MKP-1 inh | -2 | 12 | -12 | 2 | 13 | 11
CatB inh | 3 | 4 | 4 | 2 | 3 | 0

[25] CCCC(=O)NCCc1cc2c(C)ccc(C)c2[nH]c1=O
[26] CCn1cc(CNC(=O)C2C3CCC(C3)C2C(=O)O)cn1 (stereo not drawn)
[27] Cc1ccc(C)c(-n2c(N)c(C(N)=O)sc2=S)c1
[28] Cc1ccc2cc(CN(CCN3CCOCC3)Cc3nnnn3Cc3ccco3)c(=O)[nH]c2c1C
[29] COc1ccc(-c2noc(CCC(=O)N(C)c3cccc(C)c3)n2)cc1
[30] Cc1cccc(OCCNC(=O)c2ncn[nH]2)c1

assay / entry | 25 | 26 | 27 | 28 | 29 | 30
D1 allo mod | -0.37 | 0.3 | -0.4 | 0.52 | -0.065 | -0.071
Hsp90 block | -1 | 0 | -2 | -7 | -3 | -4
CatB mixtures | 6 | 6 | 24 | -2 | 4 | -8
Cdc25B inh | -1 | -15 | -5 | 1 | -21 | -4
Ecoli tolC | -8 | -29 | 12 | -13 | 68* | 7
E coli RNAP | 4 | 6 | 40* | -2 | 5 | 5
AP ELISA ortho | 2 | 3 | 7 | -7 | 10 | 4
MKP-1 inh | -2 | 10 | 6 | 41 | 13 | -4
CatB inh | -1 | 7 | 4 | -2 | -3 | 1

[31] Cc1nnc(SCc2nnc(-c3ccccc3Br)o2)n1-c1ccccc1
[32] O=C(CSc1nnc(Cc2ccccc2)o1)NCCc1ccccc1
[33] Cc1ccc2[nH]c3c(c2c1)CN(C(=O)CN1CCN(c2ccccn2)CC1)CC3
[34] CCOCCn1c(CN2CCC(Cc3ccccc3)CC2)nc2c1c(=O)n(C)c(=O)n2C
[35] Cc1cc2oc(=O)cc(CN3CCN(Cc4ccccc4)CC3)c2cc1Cl
[36] Cc1cc(C(=O)OCc2nc3ccccc3s2)c(C)o1

assay / entry | 31 | 32 | 33 | 34 | 35 | 36
D1 allo mod | nt | -0.74 | nt | 0.42 | -0.89 | 0.0042
Hsp90 block | -7 | -5 | -10 | 3 | -3 | 0
CatB mixtures | 8 | 4 | nt | 7 | 2 | -1
Cdc25B inh | 23 | 1 | 9 | -16 | -2 | -27
Ecoli tolC | 5 | 6 | -1 | 32 | 13 | 100*
E coli RNAP | 6 | 6 | 1 | 10 | 0 | 3
AP ELISA ortho | 26 | 8 | nt | 2 | 12 | -1
MKP-1 inh | 12 | -6 | -5 | 5 | 28 | 19
CatB inh | 0 | 1 | 4 | 4 | -2 | 4

[37] COc1ccc(C)cc1NC(=O)c1[nH]c(C)c(C(C)=O)c1C
[38] CCOC(=O)CNC(=O)c1ccc2[nH]c3c(c2c1)CCCC3
[39] Cc1cc(C)nc(N(C#N)CCOc2ccccc2)n1
[40] CCOC(=O)C1CCCN(C(=O)Nc2cccc(Cl)c2)C1 (stereo not drawn)
[41] O=C1c2ccccc2C(=O)N1CCn1c(=O)oc2ccccc21
[42] CCOC(=O)C1=Nc2ccccc2C1=[N+]=[N-]

assay / entry | 37 | 38 | 39 | 40 | 41 | 42
D1 allo mod | -2.1 | 1 | 0.67 | -0.15 | 0.25 | nt
Hsp90 block | -3 | -3 | 2 | -3 | 2 | -9
CatB mixtures | -2 | 2 | 7 | -3 | 1 | nt
Cdc25B inh | -8 | -10 | -6 | 4 | 0 | -17
Ecoli tolC | -1 | 7 | 6 | -1 | 11 | 8
E coli RNAP | 3 | 0 | 5 | nt | 5 | 11
AP ELISA ortho | -2 | 5 | 5 | 14 | 8 | nt
MKP-1 inh | 19 | -1 | 0 | 12 | 5 | -10
CatB inh | 1 | 3 | 2 | -2 | 4 | 1

Reprinted from the part before: 4 compounds; new compounds follow.
[39] Cc1cc(C)nc(N(C#N)CCOc2ccccc2)n1
[40] CCOC(=O)C1CCCN(C(=O)Nc2cccc(Cl)c2)C1 (stereo not drawn)
[41] O=C1c2ccccc2C(=O)N1CCn1c(=O)oc2ccccc21
[42] CCOC(=O)C1=Nc2ccccc2C1=[N+]=[N-]
[43] Cc1ccc(S(=O)(=O)NCCNC(=O)c2ccccc2)cc1
[44] CCOc1ccc(-c2nnc3sc(-c4c(OC)cccc4OC)nn23)cc1
[45] O=C(Nc1nnc(-c2ccc(Cl)cc2)o1)C1CCCCC1
[46] O=C(Cn1nnc(-c2ccc(CN3CCOCC3)cc2)n1)N1CCCc2ccccc21
[47] O=C(C1CCCN(S(=O)(=O)c2cccc3nsnc23)C1)N1CCc2ccccc21 (stereo not drawn)
[48] Cc1ccc(-c2nc3cnccn3c2Nc2ccccc2)o1

assay / entry | 39 | 40 | 41 | 42 | 43 | 44 | 45 | 46 | 47 | 48
D1 allo mod | 0.67 | -0.15 | 0.25 | nt | -0.051 | -0.71 | -0.52 | 0.0011 | 2.7 | 1.2
Hsp90 block | 2 | -3 | 2 | -9 | -4 | -2 | 1 | -3 | -5 | -2
CatB mixtures | 7 | -3 | 1 | nt | 6 | 3 | 4 | 30 | -2 | 3
Cdc25B inh | -6 | 4 | 0 | -17 | -4 | -7 | 1 | -13 | -9 | 4
Ecoli tolC | 6 | -1 | 11 | 8 | -16 | 7 | 27 | 1 | 22 | 6
E coli RNAP | 5 | nt | 5 | 11 | 9 | 15 | 10 | 2 | -6 | 8
AP ELISA ortho | 5 | 14 | 8 | nt | 6 | 3 | 2 | 11 | -1 | 6
MKP-1 inh | 0 | 12 | 5 | -10 | -11 | 3 | -1 | 3 | -1 | 9
CatB inh | 2 | -2 | 4 | 1 | -5 | 4 | 5 | -5 | 2 | 8

[49] COc1cccc(C(=O)CSc2nnc(-c3cc(OC)cc(OC)c3)o2)c1
[50] Cc1cc(C)n(C(=O)CSc2nnc(SCC(=O)n3nc(C)cc3C)s2)n1
[51] CC(c1ccccc1)C1CC(=O)N(c2ccc(C(=O)O)cc2)C1=O (stereo not drawn)
[52] O=C(CSc1nc2c(c(=O)n1-c1ccc(Cl)cc1)SCC2)NCC1CCCO1 (stereo not drawn)
[53] Nc1c(N2CCCC2)cc(Cl)c2nonc12
[54] CCc1ccc(C2N(c3ccc(OC)cc3)C(=O)C3CCCN32)cc1 (stereo not drawn)
[55] COc1ccc(-c2cc(C(=O)N3CCc4ccccc4C3)no2)cc1OC
[56] O=C(CCCSc1nc2ccccc2[nH]1)Nc1nnc(-c2ccccc2)o1

assay / entry | 49 | 50 | 51 | 52 | 53 | 54 | 55 | 56
D1 allo mod | 0.39 | -0.38 | -0.13 | -1.7 | 0.026 | -0.85 | 4.6* | 0.48
Hsp90 block | 0 | -4 | -2 | nt | -6 | -2 | -8 | -3
CatB mixtures | 1 | -1 | -2 | 1 | 4 | 10 | -2 | -6
Cdc25B inh | 1 | -3 | -13 | -11 | 5 | -2 | 1 | -4
Ecoli tolC | -25 | 5 | -2 | -23 | 2 | 3 | 75* | 38
E coli RNAP | 6 | 2 | -8 | 6 | -5 | 0 | 8 | -2
AP ELISA ortho | 18 | -10 | 1 | -2 | -8 | 16 | 0 | 2
MKP-1 inh | -19 | -12 | 7 | 8 | 72* | 11 | 29 | 1
CatB inh | 2 | -1 | 2 | 8 | 1 | -3 | 4 | -3

Assay outcomes: PubChem, several laboratories
